# NIH3T3 tox = NIH 3T3 cell cytotoxicity | NIH 3T3 viability, CellTiter-Glo ATP luminescence, 48-72 h | Potency, µM (highest dose often 96.7 µM), without a hit: at the highest dose activity change, negative = cytotoxicity, actives largely listed as inhibitors | actives 4.3% (n = 94,000); also: potency is read from the fitted curve at half-maximal effect; nearly all actives have a fitted effect of over 55% in size
#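 Cytotoxicity was measured by CellTiter-Glo ATP luminescence after 48 or 72 h compound exposure at 37 °C. Mouse NIH 3T3 fibroblasts were seeded at 400 cells/well and dosed by 23 nL pin transfer.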
# IP6K1 inhibitor = IP6K1 kinase inhibition; actives 0.81% (n = 140,000); Q92551; activity change, % (series mostly up to about 58 µM); IP6K1 kinase, ADP-Glo luminescence, 2 h; active compounds read low; AID 1645851; in the data active = activity change below about -25%
# Target sequence (Q92551 whole entry, looked up): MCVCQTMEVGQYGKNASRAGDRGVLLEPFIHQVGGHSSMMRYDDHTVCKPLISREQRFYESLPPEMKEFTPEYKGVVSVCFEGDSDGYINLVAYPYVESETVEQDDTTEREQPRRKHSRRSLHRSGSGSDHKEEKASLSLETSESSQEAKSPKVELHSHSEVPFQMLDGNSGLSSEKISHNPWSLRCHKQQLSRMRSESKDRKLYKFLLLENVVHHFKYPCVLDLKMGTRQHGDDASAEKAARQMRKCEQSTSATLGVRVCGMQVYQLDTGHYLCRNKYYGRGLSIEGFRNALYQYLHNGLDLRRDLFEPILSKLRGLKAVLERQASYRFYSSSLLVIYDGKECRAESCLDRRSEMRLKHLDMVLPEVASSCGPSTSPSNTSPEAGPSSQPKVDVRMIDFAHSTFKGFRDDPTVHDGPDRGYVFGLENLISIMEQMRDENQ
#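 ADP-Glo luminescence measures ADP made by human IP6K1 during a 2 h RT reaction with ATP/IP6 (mix at 1.3 mM/130 uM); top library doses 57.5 and 19.1 uM final.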
# SNCA expr inhib = reduces expression of the alpha-synuclein gene. HEK-293 SNCA-luciferase knock-in, luminescence, 24 h. Potency, µM (top dose mostly 57.2 µM), for inactives: at the top dose activity change, negative = inhibition, actives largely listed as inhibitors. actives 0.17% (n = 140,000). AID 1671194;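 also: potency is read from the fitted curve at half-maximal effect; plate controls were DMSO cells for no effect and cell-free wells for full effect; nearly all actives have a fitted effect of over 45% in size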
# HEK293 tox = HEK 293 cell cytotoxicity | HEK 293 viability, ATP luminescence (CellTiter-Glo), 48-72 h | Potency, µM (highest dose often 115 µM), for the others: top-dose activity change, negative = cytotoxicity, hits mostly inhibitors | actives 6.6% (n = 94,000) | AID 1345083; also: potency is read from the fitted curve at half-maximal effect; nearly all actives have a fitted effect of over 60% in size
#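 ATP-coupled CellTiter-Glo luminescence served as viability read-out, recorded 10 min after reagent addition at room temperature. HEK 293 cells, 250 cells/well, had been incubated with pintool-transferred compound for 48 or 72 hr at 37 degree Celsius.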
# SNCA viab count = reduces viability of HEK-293 SNCA reporter cells | HEK-293-SNCA-luc viability, GF-AFC fluorescence, 24 h | Potency, µM (highest dose often 57.1 µM), for the others: top-dose activity change, negative = cytotoxicity, most hits filed as cytotoxic | actives 0.12% (n = 150,000) | AID 1671193;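 also: potency is read from the fitted curve at half-maximal effect; 0% = DMSO-treated cells and -100% = medium-only wells without cells; nearly all actives have a fitted effect of over 30% in size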
#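 HEK-293-SNCA-luc cells (1500/well) plated 24 h, then exposed 24 h to a dilution series; GF-AFC added 30 min at 37C, fluorescence 405/540 nm; normalised to medium-only and DMSO wells, Hill fit.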
# GPT2 inh = blocks human glutamate pyruvate transaminase 2; Recombinant GPT2, coupled pyruvate oxidase/HRP Amplex Red fluorescence; Potency, µM (doses to about 57.7 µM), for inactives: at the top dose activity change, negative = inhibition, hits mostly inhibitors; actives 0.25% (n = 100,000); AID 1671188; also: potency is read from the fitted curve at half-maximal effect; nearly all actives have a fitted effect of over 60% in size; many of its hits are not listed in these tables
#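 Fluorescence of coupled pyruvate oxidase/HRP/Amplex Red system (50uM Amplex, 30 min, dark) reports pyruvate formed by GPT2. Enzyme reaction: 10ng/uL GPT2, 2mM L-alanine, 250uM a-KG, 30 min room temperature, pH 7.5; 50uM AOA control.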
# FLuc inh = blocks purified firefly luciferase enzyme activity; P08659; purified P. pyralis luciferase, luminescence, biochemical; Potency, µM (doses to about 115 µM), for the others: top-dose activity change, negative = inhibition, most hits filed as inhibitors; actives 2.5% (n = 76,000); AID 1347043; also: potency is read from the fitted curve at half-maximal effect; nearly all actives have a fitted effect of over 65% in size
# Target sequence (P08659 whole entry, looked up): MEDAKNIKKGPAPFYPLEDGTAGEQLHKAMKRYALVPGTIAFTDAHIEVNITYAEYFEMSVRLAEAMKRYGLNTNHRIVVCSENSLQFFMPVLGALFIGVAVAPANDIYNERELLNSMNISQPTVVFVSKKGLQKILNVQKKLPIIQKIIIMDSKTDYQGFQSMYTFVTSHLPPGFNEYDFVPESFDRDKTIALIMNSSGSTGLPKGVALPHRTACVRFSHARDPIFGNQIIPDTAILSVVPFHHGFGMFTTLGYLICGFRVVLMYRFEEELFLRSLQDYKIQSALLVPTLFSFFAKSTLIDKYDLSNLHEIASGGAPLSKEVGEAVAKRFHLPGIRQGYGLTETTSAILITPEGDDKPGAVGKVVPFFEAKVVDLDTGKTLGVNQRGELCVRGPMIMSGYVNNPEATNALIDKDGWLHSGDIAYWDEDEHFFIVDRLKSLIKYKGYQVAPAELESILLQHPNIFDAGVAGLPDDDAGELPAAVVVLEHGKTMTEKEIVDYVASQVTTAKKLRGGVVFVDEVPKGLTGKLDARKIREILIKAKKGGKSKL
#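 Purified P. pyralis luciferase (10nM final) in 50mM Tris acetate pH 7.5, 10mM Mg acetate, 0.01% Tween-20, 0.05% BSA with 10uM D-luciferin and 10uM ATP. Compounds titrated qHTS. Luminescence imaged on CCD.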
# * marks the source's active call; other numbers are inactive results; i = inactive; ? = inconclusive; . = no result given; [ ] = dose if it differs, or a comment. Unless noted, calls follow the shape of the dose curve; as a rule, active = well fitted curve in the direction sought with a large enough effect; inconclusive = small, poorly fitted or top-dose-only effect, or another doubt; inactive = no such curve, though single readings can be large; an effect the other way counts as inactive or inconclusive. Unless noted, % is scaled to controls: 0 for no effect and ±100 for the full control effect. This is a subset (hit frequency here may not be typical).
SMILES,NIH3T3 tox,IP6K1 inhibitor,SNCA expr inhib,HEK293 tox,SNCA viab count,GPT2 inh,FLuc inh
Cc1c(Cl)cccc1NC(c1ccc(F)cc1)c1nnc(-c2ccccc2)o1 (stereo not given),.,27.5,?,.,-7.6%,.,.
CCOC(=O)c1ccc(NC(=O)Cn2c(C)cc3nc4n(c(=O)c32)CCCC4)cc1,?,-1.2,?,-25.6%,4.7%,i,-2.1%
Cn1cc(S(=O)(=O)c2ccc(Cl)cc2)c(=O)c2cc(F)c(N3CCOCC3)cc21,.,23.3,-14.5%,.,0.8%,.,.
C=CC(C)(O)CC/C=C(\C)C(=O)OC1C(O)C(CO)OC(OC(=O)C23CCC(C)(C)CC2C2=CCC4C5(C)CCC(OC6OC(COC7OCC(OC(C)=O)C(O)C7OC7OC(COC(C)=O)C(O)C(O)C7O)C(O)C(O)C6O)C(C)(C)C5CCC4(C)C2(C)C(O)C3O)C1OC1OCC(OC2OCC(O)C(OC3OCC(O)C(O)C3O)C2O)C(O)C1O (stereo not given),.,3.9,.,.,-35.6%[5.56 µM],i[11.5 µM],.
CC(C)CC(=O)N1CCCCCNC(=O)[C@@H]2CCCC[C@@H]21,-0.3%,-14.6,26.5%,i,-1.2%,i,5.5%
CCN1c2cc(C(=O)NCc3cc(F)ccc3F)ccc2C(=O)N2CCCCC21 (stereo not given),?,-11.2,-22.5%,?,19.0%[12.5 µM],i,-8.6%
COc1ccc(-c2noc(CN(C)CCOc3ccc(C)cc3)n2)c(OC)c1OC,?,2.5,-9.5%,?,2.0%,5.0%,-2.1%
CCOc1ccc(NC(=O)Cn2c(=O)n(Cc3ccco3)c(=O)c3ccc(C(=O)NC4CCCC4)cc32)cc1,.,2.4,12.7%,.,1.3%,.,.
Cc1ccc(N2CCC(NC(=O)CC(C)C)C2=O)cc1C (stereo not given),4.6%,8.3,4.8%,10.6%,12.0%,i,-6.3%
Cc1ccc(NC(=O)CN(c2ccc(C)cc2)S(=O)(=O)c2cccc3nonc23)cc1,.,-0.3,6.6%,.,-20.9%,.,.
CS(=O)(=O)N1CCCN(C(=O)c2ccco2)CCNC(=O)CC1c1ccccc1 (stereo not given),-16.8%,10.0,37.7%[activator],-10.4%,-2.5%,i,-1.3%
COc1ccc(CNC(=O)[C@@H]2Cc3nc[nH]c3CN2C(=O)NC(C)C)cc1,i,16.4,-23.6%[87.6 µM],i,-13.6%[87.6 µM],i,-1.9%[172 µM]
O=C1CCN(C(=O)[C@@H](Cc2ccccc2)NS(=O)(=O)c2cccc3cccnc23)CCOCCN1,-4.4%,-10.8,?,1.6%,?,i,7.0%
COc1ccc(C(=O)N2CCC3(CC2)CC(N(Cc2ccccc2)C2CC2)CCO3)cn1 (stereo not given),-32.8%,-10.6,?,?,8.6%,-1.8%,-8.4%
CNC(=O)c1cc(C)nc2onc(C3CCCN(C(C)=O)C3)c12 (stereo not given),-0.9%[138 µM],3.6,.,i,.,.,.
COc1ccc(CCCn2ccnc2-c2cn(C3CCNCC3)nn2)cc1,?,37.2,36.9%[activator],?,-0.7%,i[11.5 µM],7.2%
CCn1c(Cn2ccnc2C)nnc1C1CCN(C(=O)C2(N)CC2)CC1,4.5%,45.4,9.1%,5.0%,5.9%,0.6%[11.5 µM],3.3%
O=C(CCn1ccn2nc3c(c2c1=O)CCCC3)N1CCN(c2ccc(Cl)cc2)CC1,?,-11.3,?,?,2.1%,-12.6%,1.3%
Cc1cnc(C(=O)N2CCC3(CC2)NCCc2c3[nH]c3ccccc23)cn1,-20.1%,2.0,-3.0%,?,-12.3%[12.5 µM],i,2.5%
COc1cccc(CNC(=O)Cn2nc3n(c2=O)CCCCC3)c1OC,i,38.5,?,10.0%,-17.8%,i,1.4%
O=C(c1ccc(Cl)s1)N1CCC(N(C(=O)C2CC2)C2CCOCC2)CC1,i,-4.7,-11.5%,1.0%,9.5%,i,1.1%
CCCCc1cc(C[C@@H]2C[C@H](NC(=O)C3CC3)C2(C)C)no1,-26.5%[138 µM],-3.2,16.7%[87.6 µM],?,-5.4%[87.6 µM],i,?
COC[C@@H]1CNC[C@H]1C(=O)NC1CC1,i,1.8,-7.6%,i,-15.0%,-5.2%,2.4%
Cc1ccc(S(=O)(=O)N2CCCC(CCC(=O)O)C2)cc1 (stereo not given),?,14.2,1.2%,6.8%,4.2%,?,2.9%

# A draw from above in order of number of heavy atoms, largest number first:
SMILES,NIH3T3 tox,IP6K1 inhibitor,SNCA expr inhib,HEK293 tox,SNCA viab count,GPT2 inh,FLuc inh
O=C(CCn1ccn2nc3c(c2c1=O)CCCC3)N1CCN(c2ccc(Cl)cc2)CC1,?,-11.3,?,?,2.1%,-12.6%,1.3%
COc1ccc(CCCn2ccnc2-c2cn(C3CCNCC3)nn2)cc1,?,37.2,36.9%[activator],?,-0.7%,i[11.5 µM],7.2%
O=C(c1ccc(Cl)s1)N1CCC(N(C(=O)C2CC2)C2CCOCC2)CC1,i,-4.7,-11.5%,1.0%,9.5%,i,1.1%

# Full records as entered above:
# Entry for `COC[C@@H]1CNC[C@H]1C(=O)NC1CC1` → NIH3T3 tox = i; IP6K1 inhibitor = 1.8; SNCA expr inhib = -7.6%; HEK293 tox = i; SNCA viab count = -15.0%; GPT2 inh = -5.2%; FLuc inh = 2.4%
# Entry for `Cc1cnc(C(=O)N2CCC3(CC2)NCCc2c3[nH]c3ccccc23)cn1` → NIH3T3 tox = -20.1%; IP6K1 inhibitor = 2.0; SNCA expr inhib = -3.0%; HEK293 tox = ?; SNCA viab count = -12.3%[12.5 µM]; GPT2 inh = i; FLuc inh = 2.5%

# (listing goes on)
SMILES,NIH3T3 tox,IP6K1 inhibitor,SNCA expr inhib,HEK293 tox,SNCA viab count,GPT2 inh,FLuc inh
CNC(=O)[C@@H]1C[C@H](Oc2ccccc2)CN1C(=O)Cn1c(=O)oc2ccccc21,-14.9%,21.7,27.1%,?,6.5%,-9.7%,1.8%
Cc1nccn1CC(=O)NCC1CCN(c2cc(-c3ccc(F)cc3)[nH]n2)CC1,-5.8%,10.5,5.5%,1.6%,9.3%,?,-5.8%
CCc1ccc(N2CC(c3noc(-c4ccccc4)n3)CC2=O)cc1 (stereo not given),?,-0.4,-20.4%,79.4µM*,3.4%,0.6%,-8.0%
COc1ccccc1CN1CCN2C(=O)N(C3CCOCC3)C[C@H]2C1,-6.7%[138 µM],-2.8,0.1%[87.6 µM],-4.0%[172 µM],2.4%[87.6 µM],i,9.7%[172 µM]
NC(=O)[C@@H](Cc1c[nH]c2ccccc12)NC(=O)[C@@]1(O)C[C@@H](O)[C@H](O)[C@@H](NC(=O)NC2CCCCC2)C1,-16.7%,5.7,16.2%,-15.1%,-2.7%,-2.3%,-11.9%
Cc1ccsc1CN1CCc2nc(N3CCOCC3)[nH]c(=O)c2CC1,-29.6%,0.0,0.5%,-24.6%,0.0%,1.3%,-7.6%
CC1CCc2c(sc(NC(=O)Cn3nnc(-c4ccc(C(F)(F)F)cc4)n3)c2C#N)C1 (stereo not given),.,17.3,-16.6%,.,-13.9%,.,.
COc1ccc(-c2ccc(C(=O)N3CCC(NC(=O)c4ccccc4Cl)C3)cc2)nn1 (stereo not given),-24.1%,-1.6,.,-21.0%,.,.,.
CCn1c2ccccc2c2cc(NC(=O)COc3cc(C)ccc3C)ccc21,.,1.2,4.6%,.,-6.8%,.,.
Cc1ccccc1C(=O)N1CCC2(CC1)NC(=O)N(c1ccc(F)cc1)N2,?,-15.8,2.6%,?,-9.1%,-14.7%,12.2%
CO[C@H]1CN(C(C)C)[C@H]1C1CCN(C(=O)C2(c3ccccc3)CC2)CC1,-1.4%,9.1,-16.5%,1.3%,-11.2%,i,.
O=C1NC2(CCCN(C(=O)c3ccc4c(c3)OCO4)C2)COc2ccccc21 (stereo not given),?,-0.8,-1.6%,39.8µM*,-4.2%,i,18.9%

# Just FLuc inh, NIH3T3 tox and SNCA viab count (5 entries from above):
mol	FLuc inh	NIH3T3 tox	SNCA viab count
COc1ccc(-c2ccc(C(=O)N3CCC(NC(=O)c4ccccc4Cl)C3)cc2)nn1 (stereo not given)	.	-24.1%	.
CCn1c2ccccc2c2cc(NC(=O)COc3cc(C)ccc3C)ccc21	.	.	-6.8%
Cc1ccccc1C(=O)N1CCC2(CC1)NC(=O)N(c1ccc(F)cc1)N2	12.2%	?	-9.1%
CO[C@H]1CN(C(C)C)[C@H]1C1CCN(C(=O)C2(c3ccccc3)CC2)CC1	.	-1.4%	-11.2%
O=C1NC2(CCCN(C(=O)c3ccc4c(c3)OCO4)C2)COc2ccccc21 (stereo not given)	18.9%	?	-4.2%

# Next section.
SMILES,NIH3T3 tox,IP6K1 inhibitor,SNCA expr inhib,HEK293 tox,SNCA viab count,GPT2 inh,FLuc inh
COc1ccc(CC(=O)N2CC(c3nnc(C(C)C)o3)C3(CCOCC3)C2)cc1OC (stereo not given),-21.6%,16.7,-4.8%,1.6%,5.9%,i,3.3%
O=C(NC1CCCCC1)c1ccc2nnc(-c3ccoc3)n2c1,-11.8%[138 µM],-0.7,14.6%[87.6 µM],-5.4%[172 µM],1.8%[87.6 µM],i,.
COc1ccccc1CNC(=O)[C@H]1CCC[C@H]1NC(=O)c1ccncc1,-7.4%,16.8,-0.4%,-13.1%,?,i,-9.9%
COc1ccc(OC)c(NC(=O)Cn2nc3c(cc2=O)CCCC3)c1,.,-12.2,-9.5%,.,0.2%,.,.
COc1ccc(-c2nc(Cn3c(SCc4ccccc4F)nc4ccncc43)c(C)o2)cc1OC,.,-6.1,28.6%,.,-22.2%,.,.
CC(C)NC(=O)C1CCCCN1Cc1ccc(-c2cccs2)cc1 (stereo not given),?,-9.9,-0.1%[87.6 µM],?,3.4%[12.5 µM],-8.9%[88.5 µM],.
CCC(=O)N1CCc2c(sc3ncnc(NCc4ccccc4)c23)C1,?,3.9,6.6%,?,0.2%,3.6%,0.0%
CNC(=O)[C@H]1C[C@H](Oc2ccccc2)CN1C(=O)CCc1ccc(OC)cc1,i,10.0,5.8%,i,-11.6%,4.7%,-4.6%
O=C(Cn1c(-c2cccs2)cc2ccccc21)N1CCN(c2ccc(F)cc2)CC1,.,-10.6,2.5%,.,-3.1%,.,.
COc1cc(Cl)c(C)cc1NC(=O)CSc1nc2c(c(=O)[nH]1)CCCC2,.,1.2,-13.3%,.,4.6%,.,.
CC(NC(=O)c1n[nH]c2ccccc12)C(=O)N1CCN(c2ccccn2)CC1 (stereo not given),0.9%,2.0,1.8%,-8.7%,4.5%,0.7%,-1.0%
